Source: PubChem BioAssay (National Center for Advancing Translational Sciences (NCATS))
Akt phos inh: Akt phosphorylation inhibition; Neuro2A IGF-stimulated pAkt S473 HTRF, 20 min; stronger effect = lower value; activity change, % for hits at 50 µM; 360,000 tested, 0.32% active; AID 651550; in the data active = activity change below about -80%; inconclusive = mostly about -51% to -80%; also: % is scaled to controls: 0 for no effect and ±100 for the full control effect
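Neuro2A cells (4,500/well, DMEM with 0.5% FBS) were treated with compound at a single 50 µM final concentration, stimulated with 6 nM IGF for 20 min at 37 °C, and lysed. Phospho-Akt Ser473 was read by HTRF as 665/615 ratio ×10^4.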
EPAC2 agonist: EPAC2 (human) agonism | Q8WZA2 | EPAC2 activation, biochemical qHTS; response scale: 100% = 6.5 mM cAMP response | Potency, µM (highest dose often 154 µM), without a hit: top-dose activation, actives largely listed as activators | 360,000 tested, 0.079% active | AID 720711; also: potency is read from the fitted curve at half-maximal effect; nearly all actives have a fitted effect of over 50% in size
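Setup: EPAC2 100 nM, labeled Rap1B complex 250 nM, free GDP 50 uM. Compound titrations pinned in, brief spin, 5 min room temperature incubation. Kinetic fluorescence read over 30 min, normalized to 6.5 mM cAMP.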
D3 antag: antagonists of human D3 dopamine receptor; D3R cells, DiscoveRx beta-arrestin luminescence, antagonist mode; stronger effect = lower value; max response, negative = inhibition, %; 360,000 tested, 2.5% active; AID 652054; in the data active = max response below about -50%; inconclusive = no clear call, values can overlap the other calls; also: % is scaled to controls: 0 for no effect and ±100 for the full control effect; mostly tested at two doses, the higher about 12 µM
Target sequence (P35462 whole entry, looked up): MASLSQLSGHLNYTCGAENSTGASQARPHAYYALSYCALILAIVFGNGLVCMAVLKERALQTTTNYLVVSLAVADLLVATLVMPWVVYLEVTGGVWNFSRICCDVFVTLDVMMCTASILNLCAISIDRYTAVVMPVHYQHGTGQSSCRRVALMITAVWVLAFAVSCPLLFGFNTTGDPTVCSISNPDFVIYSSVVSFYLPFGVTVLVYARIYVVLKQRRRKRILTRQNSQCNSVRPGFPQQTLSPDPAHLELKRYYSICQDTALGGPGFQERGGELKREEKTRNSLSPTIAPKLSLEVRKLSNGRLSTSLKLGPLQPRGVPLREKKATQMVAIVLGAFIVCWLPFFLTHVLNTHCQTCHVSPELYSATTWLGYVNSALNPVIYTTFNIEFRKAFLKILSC
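Cells plated overnight at 1500 cells/well, then exposed to library compounds with dopamine controls for 90 minutes at 37 degrees C. DiscoveRx reagent added for 30–60 minutes at room temperature; luminescence read, quantitative HTS format.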
DRD3 agonist: D3 dopamine receptor (human) agonism; P35462; AID 652048; max activation, %; D3R DiscoveRx beta-arrestin cells, luminescence, 90 min; 410,000 tested, 0.58% active; in the data active = max activation above about 30%; also: 0% is about no effect; mostly tested at two doses, the higher about 12 µM
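Cells at 1500/well, incubated overnight, then treated with pinned compounds (dopamine as control) for 90 min at 37 degrees C. DiscoveRx reagent added for 30 - 60 minutes at room temperature; luminescence read.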
PTHR1 agonist: activates the human parathyroid hormone receptor PTHR1; Q03431; HEK293 GP2 PTHR1 cells, GloSensor cAMP luminescence, 1 h; Potency, µM (top dose mostly 115 µM), for the others: top-dose activation, most hits filed as activators; 410,000 tested, 0.075% active; also: potency is read from the fitted curve at half-maximal effect; nearly all actives have a fitted effect of over 55% in size; some results filed as inactive show a strong effect at the top dose; inactives centre near -15; many of its hits are not listed in these tables
Target sequence (Q03431 whole entry, looked up): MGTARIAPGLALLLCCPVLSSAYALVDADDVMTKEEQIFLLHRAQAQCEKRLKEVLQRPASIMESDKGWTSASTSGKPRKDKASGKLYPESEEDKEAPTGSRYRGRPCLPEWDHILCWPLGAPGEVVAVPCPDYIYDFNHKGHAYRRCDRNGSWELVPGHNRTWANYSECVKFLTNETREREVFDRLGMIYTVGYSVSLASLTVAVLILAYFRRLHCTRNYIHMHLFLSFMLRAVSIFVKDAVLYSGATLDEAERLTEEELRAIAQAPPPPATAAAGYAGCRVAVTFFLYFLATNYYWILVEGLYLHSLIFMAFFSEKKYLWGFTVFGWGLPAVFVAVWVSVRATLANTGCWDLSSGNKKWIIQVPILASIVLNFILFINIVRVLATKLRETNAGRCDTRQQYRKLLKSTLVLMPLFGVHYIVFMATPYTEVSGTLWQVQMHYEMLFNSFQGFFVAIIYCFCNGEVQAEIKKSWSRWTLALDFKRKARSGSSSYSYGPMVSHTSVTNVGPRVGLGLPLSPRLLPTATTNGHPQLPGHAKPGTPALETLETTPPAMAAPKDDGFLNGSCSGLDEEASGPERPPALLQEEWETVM
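HEK-293-derived GP2 cells expressing PTHR1 and a GloSensor cAMP reporter, 3,000/well, plated overnight, given luciferin plus IBMX (each 0.5 mM as added) for 1 h at 37 °C, then compound for 1 h at 37 °C. Luminescence was read after 15 min at room temperature.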
Mm-Cpn inhibitor: inhibitors of Methanococcus maripaludis chaperonin (MmCpn); purified Mm-Cpn ATPase, ADP Transcreener TR-FRET; Potency, µM (doses to about 76.9 µM), for the others: top-dose activity, negative = inhibition, hits mostly inhibitors; 330,000 tested, 0.031% active; AID 504842; also: potency is read from the fitted curve at half-maximal effect; % is scaled to controls: 0 for no effect and ±100 for the full control effect; nearly all actives have a fitted effect of over 80% in size
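TR-FRET (320 nm excitation; 590 and 665 nm emission) reports ADP made from 10 uM ATP by 25 nM enzyme; compounds were preincubated 10 min, reaction run 30 min, both at 37°C.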
CCT modulator: cytosolic chaperonin activity modulation | purified chaperonin ATPase assay, HTRF ADP detection, 30 min | activity change, % (test concentration not listed), hits read low | 360,000 tested, 0.3% active | AID 651819; in the data active = activity change below about -30%; also: % is scaled to controls: 0 for no effect and ±100 for the full control effect
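First, chaperonin was dispensed at 40 nM or 20 nM final depending on batch activity. Next, compounds were pinned at 76 uM and ATP added at 10 uM. After 30 min at 37 °C, ADP detection reagents ran 30 min at ambient temperature.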
EPAC2 antagonist: EPAC2 (human) antagonism; Potency, µM (titrated, usually from 114 µM), without a hit: top-dose activity, negative = inhibition, usual class: inhibitors; 360,000 tested, 0.18% active; EPAC2 GEF exchange of Rap1B-BODIPY-GDP, fluorescence; Q8WZA2; AID 720708; also: potency is read from the fitted curve at half-maximal effect; % is scaled to controls: 0 for no effect and ±100 for the full control effect; nearly all actives have a fitted effect of over 45% in size; many of its hits are not listed in these tables
Starred values were filed as active, the others as inactive; & = joins results of further samples; [ ] = dose if it differs, or a comment. Unless noted, calls follow the shape of the dose curve; as a rule, active = well fitted curve in the direction sought with a large enough effect; inconclusive = small, poorly fitted or top-dose-only effect, or another doubt; inactive = no such curve, though single readings can be large; an effect the other way counts as inactive or inconclusive. Only part of the results is shown; count on the stated rates, not on these rows.

Results for COC(=O)[C@@H](Cc1ccc(O)cc1)NC(=O)[C@H]1CCC(=O)N1C(=O)OCc1ccccc1 ?
Akt phos inh: inactive; EPAC2 agonist: 7%; D3 antag: 8; DRD3 agonist: 4; PTHR1 agonist: inactive; Mm-Cpn inhibitor: 3%; CCT modulator: -0.7; EPAC2 antagonist: 2%

What do the screens show for `CCCCn1c(N)c(N(CCOC)C(=O)COC(=O)/C=C/c2ccc(Br)cc2)c(=O)[nH]c1=O`?
Akt phos inh: inactive; EPAC2 agonist: 13%; D3 antag: 1; DRD3 agonist: -2; PTHR1 agonist: -15%; Mm-Cpn inhibitor: 1%; CCT modulator: -1.8; EPAC2 antagonist: 5%

Results for Cn1ccc2c(-c3ccc4[nH]ccc4c3)cc3c(c21)C1CCC3O1 (configuration not stated) ?
Akt phos inh: inactive; EPAC2 agonist: 1%; D3 antag: -4; DRD3 agonist: 3; PTHR1 agonist: -14%; CCT modulator: -0.9; EPAC2 antagonist: 4%

How did O=C(CN1CCN(c2ccccc2F)CC1)c1ccc(O)cc1O do in these assays?
Akt phos inh: inactive; EPAC2 agonist: 4%; D3 antag: -28; DRD3 agonist: 1; PTHR1 agonist: -15%; Mm-Cpn inhibitor: 3%; CCT modulator: -1.0; EPAC2 antagonist: -3%

How did CC1=C(C(=O)NC(C)C)C2(CCC(C)CC2)OC1=O (configuration not stated) do in these assays?
Akt phos inh: inactive; EPAC2 agonist: 12%; D3 antag: -24; DRD3 agonist: -4; PTHR1 agonist: 0%; Mm-Cpn inhibitor: -1%; CCT modulator: -1.0; EPAC2 antagonist: 9%

How did CCOc1ccccc1C(=O)OCC(=O)NCc1ccc2c(c1)OCO2 do in these assays?
Akt phos inh: inactive; EPAC2 agonist: -2%; D3 antag: 9; DRD3 agonist: 1; PTHR1 agonist: 0%; Mm-Cpn inhibitor: 2%; CCT modulator: -1.9; EPAC2 antagonist: -2%

What do the screens show for `Cn1c(SCC(=O)NNC(=O)c2ccccc2)nnc1C1CC1`?
Akt phos inh: inactive; EPAC2 agonist: 5%; D3 antag: 20; DRD3 agonist: 9; PTHR1 agonist: -1%; Mm-Cpn inhibitor: 1%; CCT modulator: 0.2; EPAC2 antagonist: 5%

Results for COC(=O)c1ccc(CN(c2ccc(C)cc2)S(=O)(=O)c2ccc3c(c2)OCCO3)o1 ?
Akt phos inh: inactive; EPAC2 agonist: 1%; D3 antag: 11; DRD3 agonist: -7; PTHR1 agonist: -19%; Mm-Cpn inhibitor: 1%; CCT modulator: 1.7; EPAC2 antagonist: 7%

Results for O=C(Nc1sc2c(c1C(=O)O)CCC2)c1ccccc1Cl ?
Akt phos inh: inactive; EPAC2 agonist: 11%; D3 antag: -8; DRD3 agonist: -8; PTHR1 agonist: -21%; Mm-Cpn inhibitor: -5%; CCT modulator: -2.6; EPAC2 antagonist: 3%

What do the screens show for `O=C(O)CCCNC(=O)/C(=C\C=C\c1ccccc1)NC(=O)c1ccccc1Cl`?
Akt phos inh: inactive; EPAC2 agonist: 4%; D3 antag: 5; DRD3 agonist: 13; PTHR1 agonist: -7%; Mm-Cpn inhibitor: 3%; CCT modulator: -1.7; EPAC2 antagonist: -14%

How did OCC#CCSc1nnc(-c2ccccc2Br)o1 do in these assays?
Akt phos inh: inactive; EPAC2 agonist: 7%; D3 antag: -30; DRD3 agonist: -3; PTHR1 agonist: inactive; Mm-Cpn inhibitor: -6%; CCT modulator: -4.9; EPAC2 antagonist: -1%

What do the screens show for `CCOC(=O)N1CCN(Cc2nc(-c3ccc(C)cc3)no2)CC1`?
Akt phos inh: inactive; EPAC2 agonist: -5%; D3 antag: 6; DRD3 agonist: -2; PTHR1 agonist: -19%; Mm-Cpn inhibitor: 1%; CCT modulator: -1.0; EPAC2 antagonist: 1%

How did CC(C)c1ccc(NC2CCCN(C(=O)CN3CCCCC3=O)C2)cc1 (configuration not stated) do in these assays?
Akt phos inh: inactive; EPAC2 agonist: 3%; D3 antag: -19; DRD3 agonist: -6; PTHR1 agonist: inactive; CCT modulator: 1.1; EPAC2 antagonist: 9%

How did O=c1c2cc(Br)ccc2nc(-c2cccc(Cl)c2)n1O do in these assays?
Akt phos inh: inactive; EPAC2 agonist: 13%; D3 antag: -15; DRD3 agonist: -11; PTHR1 agonist: -78%[inhibitor]; Mm-Cpn inhibitor: -1%; CCT modulator: -2.6; EPAC2 antagonist: -12%

Results for COc1ccc(CNC(=O)c2coc(=O)c3ccccc23)cc1 ?
Akt phos inh: inactive; EPAC2 agonist: 10%; D3 antag: -28; DRD3 agonist: -12; PTHR1 agonist: -42%[inhibitor]; Mm-Cpn inhibitor: -1%; CCT modulator: 0.7; EPAC2 antagonist: 6%

How did COc1ccc(C(=O)NCCN2CCCC2)cc1OC do in these assays?
Akt phos inh: inactive; EPAC2 agonist: 8%; D3 antag: -23; DRD3 agonist: -6; PTHR1 agonist: -22%; Mm-Cpn inhibitor: 2%; CCT modulator: 1.7; EPAC2 antagonist: -6%

What do the screens show for `COC(CNC(=O)c1cc(C)nn1-c1ccccc1)OC`?
Akt phos inh: inactive; EPAC2 agonist: 5%; D3 antag: 14; DRD3 agonist: 1; PTHR1 agonist: 9%[57.5 µM]; Mm-Cpn inhibitor: 2%; CCT modulator: -0.6; EPAC2 antagonist: -8%

What do the screens show for `CCOc1cc2[nH]c(=O)n(CCCCC(=O)N3CCCCCC3)c(=O)c2cc1OCC`?
Akt phos inh: inactive; EPAC2 agonist: -1%; D3 antag: 23; DRD3 agonist: 0; PTHR1 agonist: inactive; Mm-Cpn inhibitor: -1%; CCT modulator: -0.7; EPAC2 antagonist: -18%

What do the screens show for `COC(=O)Cn1c(=O)c2c(nc3n2CCCN3CCc2ccc(OC)c(OC)c2)n(C)c1=O`?
Akt phos inh: inactive; EPAC2 agonist: 11%; D3 antag: -1; DRD3 agonist: -4; PTHR1 agonist: -4%; Mm-Cpn inhibitor: 0%; CCT modulator: -2.0; EPAC2 antagonist: 0%

What do the screens show for `Cn1cccc1CNC(=O)Nc1ccc(Cl)cc1`?
Akt phos inh: inactive; EPAC2 agonist: 4%; D3 antag: 10; DRD3 agonist: -14; PTHR1 agonist: -51%[inhibitor][57.5 µM]; Mm-Cpn inhibitor: -1%; CCT modulator: -3.3; EPAC2 antagonist: 0%

Results for COc1ccc(NS(=O)(=O)c2cc([N+](=O)[O-])ccc2N/N=C/c2c(C)[nH]c3ccccc23)cc1 ?
Akt phos inh: inactive; EPAC2 agonist: -4%; D3 antag: 3; DRD3 agonist: 2; PTHR1 agonist: -21%; CCT modulator: 2.8; EPAC2 antagonist: -1%

Results for CCOC(=O)c1[nH]c(=O)[nH]c1CNc1ccccc1C#N ?
Akt phos inh: inactive; EPAC2 agonist: 0%; D3 antag: 4; DRD3 agonist: 3; PTHR1 agonist: inactive; Mm-Cpn inhibitor: 0%; CCT modulator: -1.4; EPAC2 antagonist: 14%

How did O=C(CSc1nnc(Cc2ccc3c(c2)OCO3)n1C1CCCCC1)NC1CCCC1 do in these assays?
Akt phos inh: inactive; EPAC2 agonist: -6%; D3 antag: -18; DRD3 agonist: 1; PTHR1 agonist: -5%[57.5 µM]; Mm-Cpn inhibitor: 3%; CCT modulator: -0.8; EPAC2 antagonist: 10%

Results for COCCNC(=O)CCC1CCN(C/C=C/c2ccccc2OC)CC1 ?
Akt phos inh: inactive; EPAC2 agonist: 8%; D3 antag: -56*; DRD3 agonist: -20; PTHR1 agonist: inconclusive; Mm-Cpn inhibitor: 0%; CCT modulator: -3.1; EPAC2 antagonist: 15%

How did Cc1ccccc1NC(=O)c1cccc(S(C)(=O)=O)c1 do in these assays?
Akt phos inh: inactive; EPAC2 agonist: 9%; D3 antag: -18; DRD3 agonist: 2; PTHR1 agonist: inactive; Mm-Cpn inhibitor: 1%; CCT modulator: 2.3; EPAC2 antagonist: 3%

Results for Cc1nc2ccc(NS(=O)(=O)c3ccc(F)c(F)c3)cc2s1 ?
Akt phos inh: inactive; EPAC2 agonist: 10%; D3 antag: 2; DRD3 agonist: 28; PTHR1 agonist: -72%[inhibitor]; Mm-Cpn inhibitor: -1%; CCT modulator: -1.4; EPAC2 antagonist: 1%

How did CCOc1ccc(S(=O)(=O)N2CCN(Cc3ccc4c(c3)OCO4)CC2)cc1OCC do in these assays?
Akt phos inh: inactive; EPAC2 agonist: 11%; D3 antag: -3; DRD3 agonist: 4; PTHR1 agonist: -21%; Mm-Cpn inhibitor: 1%; CCT modulator: -0.5; EPAC2 antagonist: 0%

What do the screens show for `O=C(CCNC(=O)c1ccc([N+](=O)[O-])cc1)Nc1cccc(S(=O)(=O)N2CCCCCC2)c1`?
Akt phos inh: inactive; EPAC2 agonist: 13%; D3 antag: inconclusive; DRD3 agonist: 0; PTHR1 agonist: -40%[inhibitor]; Mm-Cpn inhibitor: 0%; CCT modulator: -4.3; EPAC2 antagonist: 4%

How did CCOCCCNC(=O)CNC(=S)N(Cc1ccc(C)cc1)Cc1ccco1 do in these assays?
Akt phos inh: inactive; EPAC2 agonist: 8%; D3 antag: -5; DRD3 agonist: 2; PTHR1 agonist: -4%; Mm-Cpn inhibitor: -4%; CCT modulator: -0.3; EPAC2 antagonist: -1%

What do the screens show for `CCOC(=O)[C@]12CCCC=C1N(Cc1ccc(Cl)cc1Cl)C(=O)[C@H](CC(=O)N1CCOCC1)C2`?
Akt phos inh: inactive; EPAC2 agonist: 3%; D3 antag: 0; DRD3 agonist: -16; PTHR1 agonist: inactive; CCT modulator: -1.1; EPAC2 antagonist: -13%

Results for Cc1cc(O)ccc1Nc1cc(-c2cccc(N)c2)ncn1 ?
Akt phos inh: inactive; EPAC2 agonist: 5%; D3 antag: 4; DRD3 agonist: -8; PTHR1 agonist: inactive; CCT modulator: -2.4; EPAC2 antagonist: 4%

Results for N#Cc1ccc(-c2nc3c4ccccc4ccn3c2Cc2cccc(Cl)c2)cc1 ?
Akt phos inh: inactive; EPAC2 agonist: 4%; D3 antag: 0; DRD3 agonist: -10; PTHR1 agonist: -20%; CCT modulator: -6.5; EPAC2 antagonist: 14%

What do the screens show for `Nc1ccc(C(=O)NCC(=O)O)cc1`?
Akt phos inh: inactive; EPAC2 agonist: 7%; D3 antag: -13; DRD3 agonist: 12&0; PTHR1 agonist: -2%; Mm-Cpn inhibitor: 0%; CCT modulator: -1.4; EPAC2 antagonist: -13%
